Compound activity deposited in PubChem BioAssay by several laboratories.
NFkB transloc inh: blocks IL-1B driven NFkB nuclear translocation in HUVEC cells; HUVEC IL-1B NFkB p65 nuclear translocation imaging; inhibition, % at 2 µM; hit rate 0.43% among 94,000;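 active = inhibition above about 30% together with a positive call from visual inspection of the well image, limit read from the data; inconclusive = inhibition above a set limit but visual check negative; inactive = inhibition not above a set limit, visual check negative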;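 also: nuclear over cytoplasmic p65 intensity ratio measured by imaging; 0% = IL-1B stimulated DMSO wells and 100% = unstimulated DMSO wells; values of inactives mirror those of a sister screen read the other way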
MRP resist rev: MRP-mediated drug resistance reversal; differential viability (reversal), % at 10 µM; H69AR cells + 2 uM doxorubicin, CellTiter-Glo, 72 h; AID 602; hit rate 0.04% among 85,000;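 active = viability drop by adding the cancer drug above about 55%, with treated viability meeting a 40% cutoff, limit read from the data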;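 also: viability without doxorubicin minus viability with 2 µM doxorubicin for each compound; larger differential means the compound sensitizes cells more to doxorubicin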
IL1B NFkB pot: enhances IL-1B driven NFkB nuclear translocation; HUVEC IL-1B NFkB p65 nuclear translocation imaging; activation, % at 2 µM; hit rate 0.3% among 94,000;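 active = activation above 40%, about the mean plus 3 SD, also judged a hit on visual image review; inconclusive = activation above 40% but not a hit on visual review; inactive = activation not above 40% and no visual hit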;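 also: percent activation is computed from the nuclear over cytoplasmic p65 intensity ratio; values of inactives mirror those of a sister screen read the other way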
Bcl-B displacement: displacers of TR3 peptide from Bcl-B, primary screen, selectivity assay for Bfl-1 inhibitor project, biochemical, fluorescence polarization; FP displacement of FITC-TR3 peptide from Bcl-B; higher % means a stronger effect; displacement, % at 20 µM; hits with a dose series show IC50 in µM; hit rate 0.11% among 96,000; AID 748;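 active = displacement above 50% at 20 µM plus a fluorescence interference ratio under 1.5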;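 also: plate controls were wells without compound for no effect and wells lacking Bcl-B protein for full effect; a part of the inactive calls stands beside numbers as strong as those of hits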
PLAP inhibition: inhibition of human placental alkaline phosphatase – biochemical, luminescence, HTS (AID 690); purified PLAP, luminescent substrate; higher % means a stronger effect; inhibition, % at 20 µM, or IC50 in µM where a hit was titrated; hit rate 0.08% among 96,000; in the data active = a potency from the dose series; inactive = the rest, 99 in 100 with inhibition below about 30%; also: strong numbers were not always called active
MRP resist rev cytotoxicity: further read-out of MRP resist rev, marked with its call; viability, %; H69AR cells, CellTiter-Glo, 72 h; measured here: cytotoxicity without doxorubicin
MRP resist rev with doxorubicin: recorded beside MRP resist rev, whose call it bears; viability, %; measured here: viability with 2 uM doxorubicin; hits give low values
NFkB transloc inh cell count 2 µM: second read-out of NFkB transloc inh, no call of its own (marks repeat the call); cell count; measured here: cells passing quality filter;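 raw number of nuclei counted in each imaged well without normalization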
IL1B NFkB pot cell count 2 µM: second read-out of IL1B NFkB pot, no call of its own (marks repeat the call); cell count; measured here: cells passing quality filter
Active calls of the source: *.

O=C(CCSc1nnc(-c2ccncc2)o1)Nc1cccc2ccccc12 was read as NFkB transloc inh 5, MRP resist rev -26, IL1B NFkB pot -5, MRP resist rev cytotoxicity 37, MRP resist rev with doxorubicin 63, NFkB transloc inh cell count 2 µM 137 and IL1B NFkB pot cell count 2 µM 137.
Screening CCn1c(CNC(=O)Cc2ccc(OC)cc2)nnc1SCC(=O)NC1CCCCC1 returned NFkB transloc inh -10, MRP resist rev 9, IL1B NFkB pot 10, Bcl-B displacement 9%, PLAP inhibition -34%, MRP resist rev cytotoxicity 100, MRP resist rev with doxorubicin 91, NFkB transloc inh cell count 2 µM 70 and IL1B NFkB pot cell count 2 µM 70.
Screening O=S(=O)(c1cccc(S(=O)(=O)N2CCOCC2)c1)N1CCCCC1 returned NFkB transloc inh 5, MRP resist rev 18, IL1B NFkB pot -5, Bcl-B displacement 5%, PLAP inhibition -22%, MRP resist rev cytotoxicity 102, MRP resist rev with doxorubicin 84, NFkB transloc inh cell count 2 µM 137 and IL1B NFkB pot cell count 2 µM 137.
For CCOc1ccccc1N(CC(=O)Nc1cc(OC)ccc1OC)S(C)(=O)=O the results were NFkB transloc inh 3, MRP resist rev 8, IL1B NFkB pot -3, Bcl-B displacement -5%, PLAP inhibition -51%, MRP resist rev cytotoxicity 88, MRP resist rev with doxorubicin 80, NFkB transloc inh cell count 2 µM 165 and IL1B NFkB pot cell count 2 µM 165.
`CCCN=Cc1sc2ccc(OCC)cc2c1O` gave NFkB transloc inh -1, MRP resist rev -10, IL1B NFkB pot 1, Bcl-B displacement 7%, PLAP inhibition 7%, MRP resist rev cytotoxicity 89, MRP resist rev with doxorubicin 99, NFkB transloc inh cell count 2 µM 89 and IL1B NFkB pot cell count 2 µM 89.
Screening O=c1[nH]c2ccc(Cl)cc2c(-c2ccccc2)c1N1CCN(c2ccccn2)CC1 returned MRP resist rev 33, Bcl-B displacement -3%, PLAP inhibition -54%, MRP resist rev cytotoxicity 66 and MRP resist rev with doxorubicin 34.
Cc1cc(OC(=O)c2c(Cl)cc(Cl)cc2Cl)nc(C)n1 was read as NFkB transloc inh -12, IL1B NFkB pot 11, Bcl-B displacement 10%, PLAP inhibition -3%, NFkB transloc inh cell count 2 µM 123 and IL1B NFkB pot cell count 2 µM 123.
Screening Cc1ccccc1OCCNc1cc(N2CCCCC2)ccc1[N+](=O)[O-] returned NFkB transloc inh 3, IL1B NFkB pot -3, Bcl-B displacement 5%, PLAP inhibition 47%, NFkB transloc inh cell count 2 µM 140 and IL1B NFkB pot cell count 2 µM 140.
NC1=NC(=O)CC(C(=O)NCc2ccccc2)S1 (stereo unspecified) was read as NFkB transloc inh 8, IL1B NFkB pot -8, Bcl-B displacement -12%, PLAP inhibition 7%, NFkB transloc inh cell count 2 µM 141 and IL1B NFkB pot cell count 2 µM 141.
Screening CN1C(=O)C(O)(CC(=O)c2ccncc2)c2ccccc21 (stereo unspecified) returned NFkB transloc inh -24, MRP resist rev 3, IL1B NFkB pot 24, Bcl-B displacement -2%, PLAP inhibition 6%, MRP resist rev cytotoxicity 77, MRP resist rev with doxorubicin 74, NFkB transloc inh cell count 2 µM 194 and IL1B NFkB pot cell count 2 µM 194.
`COc1ccc(-c2nc(CN3CCC(C(=O)N4CCc5ccccc54)CC3)c(C)o2)cc1OC` gave MRP resist rev 1, Bcl-B displacement -15%, PLAP inhibition -83%, MRP resist rev cytotoxicity 82 and MRP resist rev with doxorubicin 81.
Screening NC(=O)C1CCN(C(=O)OCc2ccccc2)CC1 returned NFkB transloc inh -17, IL1B NFkB pot 17, Bcl-B displacement -2%, PLAP inhibition 24%, NFkB transloc inh cell count 2 µM 110 and IL1B NFkB pot cell count 2 µM 110.
For CCn1c(SCC(=O)Nc2nc(C)cs2)nnc1-c1ccoc1C the results were NFkB transloc inh 4, IL1B NFkB pot -4, Bcl-B displacement -1%, PLAP inhibition -23%, NFkB transloc inh cell count 2 µM 156 and IL1B NFkB pot cell count 2 µM 156.
Screening CCOC(=O)c1c(C)[nH]c(C(=O)CSc2nnnn2-c2ccccc2)c1C returned MRP resist rev -4, Bcl-B displacement -7%, PLAP inhibition 19%, MRP resist rev cytotoxicity 69 and MRP resist rev with doxorubicin 73.
O=C(Nc1ccccc1)c1ccn[nH]1 was read as NFkB transloc inh 31*, MRP resist rev 1, IL1B NFkB pot -31, Bcl-B displacement 1%, PLAP inhibition -5%, MRP resist rev cytotoxicity 94, MRP resist rev with doxorubicin 93, NFkB transloc inh cell count 2 µM 52* and IL1B NFkB pot cell count 2 µM 52.
Brc1ccc(N=C/C=C/C=C/Nc2ccc(Br)cc2)cc1 was read as NFkB transloc inh -2, MRP resist rev -20, IL1B NFkB pot 2, Bcl-B displacement -53%, PLAP inhibition 2%, MRP resist rev cytotoxicity 66, MRP resist rev with doxorubicin 87, NFkB transloc inh cell count 2 µM 158 and IL1B NFkB pot cell count 2 µM 158.
CC(NC(=O)C1CCN(S(=O)(=O)N2CCCCCC2)CC1)c1ccccc1 (stereo unspecified) was read as NFkB transloc inh 14, MRP resist rev -21, IL1B NFkB pot -14, Bcl-B displacement -10%, PLAP inhibition -8%, MRP resist rev cytotoxicity 79, MRP resist rev with doxorubicin 100, NFkB transloc inh cell count 2 µM 117 and IL1B NFkB pot cell count 2 µM 117.
For COc1ccccc1NC(=O)c1csc2c1CCCC2 the results were NFkB transloc inh 8, IL1B NFkB pot -8, Bcl-B displacement -4%, PLAP inhibition 30%, NFkB transloc inh cell count 2 µM 176 and IL1B NFkB pot cell count 2 µM 176.
For CC(=O)Nc1ccc(OCC(O)CN2CCN(c3cccc(Cl)c3)CC2)cc1 (stereo unspecified) the results were NFkB transloc inh 3, MRP resist rev -14, IL1B NFkB pot -3, Bcl-B displacement -4%, PLAP inhibition -35%, MRP resist rev cytotoxicity 92, MRP resist rev with doxorubicin 106, NFkB transloc inh cell count 2 µM 117 and IL1B NFkB pot cell count 2 µM 117.
N/C(Cc1ccc(Cl)c(Cl)c1)=N\OC(=O)c1cccs1 was read as NFkB transloc inh -2, IL1B NFkB pot 2, Bcl-B displacement 10%, PLAP inhibition -5%, NFkB transloc inh cell count 2 µM 98 and IL1B NFkB pot cell count 2 µM 98.
For Cc1cc(Nc2ccccc2)n(C(=O)c2ccccc2)n1 the results were NFkB transloc inh -12, MRP resist rev 13, IL1B NFkB pot 12, Bcl-B displacement 0%, PLAP inhibition -26%, MRP resist rev cytotoxicity 92, MRP resist rev with doxorubicin 79, NFkB transloc inh cell count 2 µM 167 and IL1B NFkB pot cell count 2 µM 167.
Screening c1ccc(Cc2nnc3sc(-c4cccnc4)nn23)cc1 returned NFkB transloc inh -12, MRP resist rev 11, IL1B NFkB pot 12, Bcl-B displacement 7%, PLAP inhibition 2%, MRP resist rev cytotoxicity 90, MRP resist rev with doxorubicin 79, NFkB transloc inh cell count 2 µM 9 and IL1B NFkB pot cell count 2 µM 9.
For Cc1ccc(NC(=O)CNc2ccc(OC(C)C)cc2)c(C)c1 the results were NFkB transloc inh 3, MRP resist rev -2, IL1B NFkB pot -3, MRP resist rev cytotoxicity 81, MRP resist rev with doxorubicin 84, NFkB transloc inh cell count 2 µM 58 and IL1B NFkB pot cell count 2 µM 58.
`c1cnc2ccc(C(c3nnnn3C3CCCC3)N3CCN4CCCC4C3)cc2c1` (stereo unspecified) gave NFkB transloc inh -6, MRP resist rev 8, IL1B NFkB pot 6, Bcl-B displacement -1%, PLAP inhibition -25%, MRP resist rev cytotoxicity 94, MRP resist rev with doxorubicin 86, NFkB transloc inh cell count 2 µM 166 and IL1B NFkB pot cell count 2 µM 166.
Screening CCn1c(COc2ccccc2C)nnc1SCC(=O)O returned NFkB transloc inh 1, MRP resist rev 24, IL1B NFkB pot -1, Bcl-B displacement -7%, PLAP inhibition -13%, MRP resist rev cytotoxicity 113, MRP resist rev with doxorubicin 89, NFkB transloc inh cell count 2 µM 212 and IL1B NFkB pot cell count 2 µM 212.
O=C(NCc1cn2ccsc2n1)c1cccs1 was read as NFkB transloc inh 3, MRP resist rev -2, IL1B NFkB pot -3, Bcl-B displacement 5%, PLAP inhibition 16%, MRP resist rev cytotoxicity 89, MRP resist rev with doxorubicin 91, NFkB transloc inh cell count 2 µM 134 and IL1B NFkB pot cell count 2 µM 134.
For Cc1ccc(Nc2nc(-c3sc(NC(=O)c4cccc(Cl)c4)nc3C)cs2)cc1 the results were NFkB transloc inh -6, IL1B NFkB pot 6, Bcl-B displacement -2%, PLAP inhibition -25%, NFkB transloc inh cell count 2 µM 156 and IL1B NFkB pot cell count 2 µM 156.
CCCCOc1ccc(C(=O)N2CCC(C)CC2)cc1 was read as NFkB transloc inh -6, MRP resist rev 24, IL1B NFkB pot 6, Bcl-B displacement -3%, PLAP inhibition -52%, MRP resist rev cytotoxicity 100, MRP resist rev with doxorubicin 77, NFkB transloc inh cell count 2 µM 135 and IL1B NFkB pot cell count 2 µM 135.
For CCOc1ccc(S(=O)(=O)Nc2ccc(O)c(Sc3ncn[nH]3)c2)cc1 the results were NFkB transloc inh inconclusive, MRP resist rev 4, IL1B NFkB pot -37, MRP resist rev cytotoxicity 95, MRP resist rev with doxorubicin 91 and IL1B NFkB pot cell count 2 µM 110.
For CCN1CCN(CC(O)COc2cccc(OC)c2)CC1 (stereo unspecified) the results were NFkB transloc inh -9, IL1B NFkB pot 9, Bcl-B displacement -2%, PLAP inhibition 7%, NFkB transloc inh cell count 2 µM 186 and IL1B NFkB pot cell count 2 µM 186.

The last 2 entries of the part above open the next one.
For CCOc1ccc(S(=O)(=O)Nc2ccc(O)c(Sc3ncn[nH]3)c2)cc1 the results were NFkB transloc inh inconclusive, MRP resist rev 4, IL1B NFkB pot -37, MRP resist rev cytotoxicity 95, MRP resist rev with doxorubicin 91 and IL1B NFkB pot cell count 2 µM 110.
For CCN1CCN(CC(O)COc2cccc(OC)c2)CC1 (stereo unspecified) the results were NFkB transloc inh -9, IL1B NFkB pot 9, Bcl-B displacement -2%, PLAP inhibition 7%, NFkB transloc inh cell count 2 µM 186 and IL1B NFkB pot cell count 2 µM 186.
Screening CCCCNC(=O)CCn1c(=O)c2ccccc2n(CC(=O)Nc2ccccc2OCC)c1=O returned NFkB transloc inh 15, MRP resist rev 8, IL1B NFkB pot -15, Bcl-B displacement -19%, PLAP inhibition -48%, MRP resist rev cytotoxicity 99, MRP resist rev with doxorubicin 91, NFkB transloc inh cell count 2 µM 159 and IL1B NFkB pot cell count 2 µM 159.
CCOC(=O)c1c(C)n(C)c2ccc(OC(C)=O)cc12 was read as NFkB transloc inh -1, MRP resist rev 21, IL1B NFkB pot 1, MRP resist rev cytotoxicity 88, MRP resist rev with doxorubicin 67, NFkB transloc inh cell count 2 µM 116 and IL1B NFkB pot cell count 2 µM 116.
`Cc1cccc(NCc2cc(Cl)cc(Cl)c2O)n1` gave NFkB transloc inh 0, MRP resist rev 24, IL1B NFkB pot 0, MRP resist rev cytotoxicity 86, MRP resist rev with doxorubicin 61, NFkB transloc inh cell count 2 µM 100 and IL1B NFkB pot cell count 2 µM 100.
CN(C)c1ccc(NC(=O)c2sc(SCC(=O)Nc3ccc(Br)cc3)nc2N)cc1 was read as NFkB transloc inh 0, IL1B NFkB pot 0, Bcl-B displacement -1%, PLAP inhibition 40%, NFkB transloc inh cell count 2 µM 126 and IL1B NFkB pot cell count 2 µM 126.
O=C(CNS(=O)(=O)c1ccc(Br)s1)N1CCN(C(=O)c2ccco2)CC1 was read as NFkB transloc inh 5, MRP resist rev -12, IL1B NFkB pot -5, Bcl-B displacement 14%, PLAP inhibition -59%, MRP resist rev cytotoxicity 95, MRP resist rev with doxorubicin 106, NFkB transloc inh cell count 2 µM 156 and IL1B NFkB pot cell count 2 µM 156.
For NC(=O)CSc1nnc(CNc2ccc(F)cc2)n1CC1CCCO1 (stereo unspecified) the results were NFkB transloc inh -5, MRP resist rev -12, IL1B NFkB pot 5, Bcl-B displacement -13%, PLAP inhibition -8%, MRP resist rev cytotoxicity 88, MRP resist rev with doxorubicin 100, NFkB transloc inh cell count 2 µM 127 and IL1B NFkB pot cell count 2 µM 127.

A portion of the library; the hit share may differ from the screen's.
